GPR35 arrestin U2OS = inhibition of zaprinast-stimulated GPR35 beta-arrestin translocation – imaging, U2OS, beta-arrestin-GFP, zaprinast agonist, primary screen (AID 2058); U2OS GPR35 beta-arrestin-GFP translocation imaging, zaprinast antagonism; higher % means a stronger effect; inhibition, % at 10 µM; hits with a dose series show IC50 in µM; actives 0.052% (n = 290,000);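 active = inhibition of at least 50% with at least 30 cells and total cytoplasm GFP at most 10,000,000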
GPR55 LPI antagonism = GPR55 antagonists blocking LPI-driven arrestin recruitment, primary screen, imaging, U2OS, beta-arrestin-GFP, LPI agonist (AID 2013); actives 0.13% (n = 290,000); U2OS GPR55 beta-arrestin-GFP translocation imaging, LPI antagonism; higher % means a stronger effect; inhibition, % at 10 µM; hits with a dose series show IC50 in µM;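 active = spots per cell inhibited over 60%, with over 100 cells counted and total cytoplasm intensity under 500,000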;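 note: U2OS cells stably carrying GPR55 and arrestin-GFP stimulated by 5 µM LPI near EC80; imaged beta-arrestin-GFP aggregate spots per cell after agonist stimulation; plate controls were LPI-stimulated DMSO wells for no effect and DMSO wells without LPI for full effect; some results filed as inactive read as strong as hits; confirmed hits need IC50 under 10 µM and bright autofluorescent wells are also inconclusive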
T cell HTS = modulates CD8 T cell binding to vesicles; 2C CD8+ T cell-vesicle binding, flow cytometry; stronger effect = lower value; calls only at 7 µM; actives 0.068% (n = 330,000);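 active = response, share of CD8 T cells binding vesicles, and their 90th percentile fluorescence all below set limits, cut at about 80% in these data, passing the limit was not always enough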
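Incubation: binding step 1.5 h, 37 °C, antibody labelling 20 min, ice; system: murine 2C transgenic CD8+ T lymphocytes; technique: cytometric PE anti-B7-1 and Alexa647 anti-CD8 signals after 1% paraformaldehyde fixation; also added: QL9-charged Drosophila Ld/ICAM-1/B7-1 vesicles; control set: naked versus QL9-loaded vesicles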
NTR1 agonist = agonists of NTR1, primary screen, imaging, U2OS cells, beta-arrestin-GFP, high content (AID 493036); activation, % at 20 µM; actives 0.17% (n = 330,000); P30989; NTR1-U2OS beta-arrestin-GFP spot imaging, agonist mode;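 active = activation at or above 40% of the spot to cytoplasm intensity ratio, with at least 20 cells analyzed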;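 note: 0% = DMSO without peptide and 100% = 100 nM NTR1 peptide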
Target sequence (P30989 whole entry, looked up): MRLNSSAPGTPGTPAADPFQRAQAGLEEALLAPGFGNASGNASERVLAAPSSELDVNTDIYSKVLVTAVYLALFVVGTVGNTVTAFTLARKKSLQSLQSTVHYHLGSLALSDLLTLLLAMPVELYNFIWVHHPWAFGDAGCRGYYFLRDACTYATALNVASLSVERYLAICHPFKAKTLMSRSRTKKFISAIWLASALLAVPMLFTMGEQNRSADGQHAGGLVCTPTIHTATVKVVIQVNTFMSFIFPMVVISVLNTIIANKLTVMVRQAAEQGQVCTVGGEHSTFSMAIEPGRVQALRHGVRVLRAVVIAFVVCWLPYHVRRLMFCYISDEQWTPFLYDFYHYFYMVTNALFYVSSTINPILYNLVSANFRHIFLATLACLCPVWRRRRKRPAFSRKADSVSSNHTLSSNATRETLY
Large T inhibition = SV40 large T antigen inhibitors, biochemical (AID 1903) | SV40 large T antigen ATPase/helicase inhibition assay; higher % means a stronger effect | one-dose inhibition, % at 20 µM; IC50 in µM for titrated hits | actives 0.39% (n = 310,000); in the data active = a potency from the dose series; note: strong numbers were not always called active
Rac1 GTP hydrolysis = MgcRacGAP GTPase-activating activity inhibitors, confirmation, biochemical, ADP Hunter fluorescence; MgcRacGAP-stimulated Rac1 GTP hydrolysis, ADP Hunter fluorescence; higher % means a stronger effect; GST-tagged Rac1 F28L mutant substrate; inhibition, % at 30 µM, or IC50 in µM where a hit was titrated; actives 0.6% (n = 340,000); AID 624330;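 active = first-screen hits whose inhibition reached a set limit at any dose in the follow-up dose series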;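 note: fluorescence reports GDP produced by GAP-driven GTP hydrolysis; strong numbers were not always called active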
GPR55 beta-arrestin = GPR55 agonists via beta-arrestin recruitment, primary screen, imaging, U2OS cells, beta-arrestin-GFP redistribution (AID 1961); U2OS GPR55 beta-arrestin-GFP redistribution imaging; higher % means a stronger effect; activation, % at 10 µM, or EC50 in µM where a hit was titrated; actives 0.048% (n = 290,000);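 active = activation above 40% with more than 50 cells counted in the well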;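 note: U2OS osteosarcoma cells stably expressing GPR55 and beta-arrestin-GFP; plate controls were DMSO negative control for no effect and LPI positive control for full effect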
Lipid droplet = hepatic lipid droplet formation modulation; AML12 mouse hepatocytes, oleate lipid droplets, BODIPY imaging; inhibition, % at 6.5 µM; actives 0.4% (n = 240,000); AID 1656;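 active = lipid droplet intensity inhibited by at least 50%, with more than 500 cells counted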
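System: AML12 hepatocytes (mouse). Probe or stimulus: oleic acid at 100 µM to induce lipid droplet formation. Times: overnight treatment with compound plus oleate. Detection: Image-based BODIPY and DAPI two-channel analysis. Evaluation: percent inhibition of filter-corrected integrated lipid droplet intensity per well.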
LYP inhibition = inhibitors of LYP phosphatase, biochemical, fluorescence intensity, uHTS (AID 1779). recombinant LYP phosphatase, fluorescence intensity; higher % means a stronger effect. inhibition, % at 11.5 µM, or IC50 in µM where a hit was titrated. actives 0.054% (n = 290,000); in the data active = inhibition above about 50%;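 note: plate controls were vehicle with enzyme for no effect and no enzyme for full effect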
Lipid droplet cells 6.5 µM = further read-out of Lipid droplet, marked with its call; cell count; measured here: cell count, cytotoxicity flag;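 cells counted across two imaged fields per well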
T cell HTS vesicle-bound % = further read-out of T cell HTS, marked with its call; double positive events, %; measured here: CD8+ vesicle-bound cell fraction;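 binding gate set so that unloaded-vesicle control wells show 10% double positive cells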
NTR1 agonist cell count 20 µM = further read-out of NTR1 agonist, marked with its call; cell count; measured here: cell count, cytotoxicity flag
* marks the source's active call; other numbers are inactive results; i = inactive; . = not tested or not shown.

SMILES,GPR35 arrestin U2OS,GPR55 LPI antagonism,T cell HTS,T cell HTS vesicle-bound %,NTR1 agonist,NTR1 agonist cell count 20 µM,Large T inhibition,Rac1 GTP hydrolysis,GPR55 beta-arrestin,Lipid droplet,Lipid droplet cells 6.5 µM,LYP inhibition
NC(N)=NC(=S)Nc1ccc(Cl)cc1,6.1%,5.2%,i,27.4,.,.,21.9%,8.8%,-0.1%,2.4,726,0.0%
O=[N+]([O-])c1ccccc1OCCOc1ccccc1[N+](=O)[O-],3.4%,2.5%,i,38.9,-1.1,46,5.6%,7.7%,0.2%,6.1,712,-5.0%
COc1ccc(CCNC(=O)Cc2ccc(C)cc2)cc1OC,5.3%,-6.3%,i,53.9,-0.6,58,8.7%,-1.2%,0.6%,-30.8,774,-8.8%
O=C1C(c2ccc(F)cc2)N(Cc2ccc3c(c2)OCO3)C(=O)CN1C1CCCCCC1 (stereo not given),3.0%,2.9%,i,13.7,0.0,58,5.5%,-3.7%,0.2%,-6.3,852,-0.6%
CC(=O)Nc1ccc(S(=O)(=O)NCC(=O)NC(C)c2ccc(S(N)(=O)=O)cc2)cc1 (stereo not given),0.0%,-4.9%,i,28.2,0.1,72,8.7%,7.8%,-0.2%,2.0,742,-6.2%
O=S(=O)(c1cccc2cccnc12)N1CCN(c2ccccc2)CC1,12.6%,-10.2%,i,8.0,1.0,59,21.9%,9.9%,-0.2%,9.9,811,-2.8%
CC1CCCN(c2nc3ccccc3nc2C(C#N)S(=O)(=O)c2ccccc2)C1 (stereo not given),-4.1%,3.9%,i,16.1,2.8,84,-1.3%,0.1%,-0.1%,.,.,-8.4%
Cc1onc(-c2ccccc2)c1C(=O)Nc1nc(-c2cc(F)ccc2F)cs1,13.3%,2.7%,i,46.2,4.5,81,7.1%,6.5%,-0.2%,.,.,0.8%
O=C(Nc1ncc2c(n1)CC(c1ccc(Cl)cc1)CC2=O)c1ccco1 (stereo not given),-4.4%,-3.4%,i,18.3,1.0,41,1.7%,4.9%,-0.2%,-3.4,775,-7.9%
CC1=NC(C)(C)Cc2ccccc21,6.3%,4.8%,i,12.4,-1.5,98,8.6%,5.2%,0.3%,.,.,-4.7%
Cc1ccc2c(Cn3ccnc3)cc(=O)oc2c1C,49.8%,1.1%,i,41.7,-0.2,114,13.7%,8.1%,0.0%,3.7,835,-6.4%
CC(C)CN(CC(C)C)S(=O)(=O)N1CCC(C(=O)NCc2cccs2)CC1,0.7%,15.0%,i,5.8,-0.4,55,5.0%,-3.3%,0.0%,.,.,6.2%
CC(NC(=O)Cn1cccc1C(=O)c1ccccc1)c1ccc2c(c1)OCCO2 (stereo not given),-5.4%,-10.9%,i,20.7,0.5,44,-2.6%,5.6%,-0.6%,11.5,669,-2.2%
COC(=O)CCC(=O)NC(=S)Nc1cc(Cl)ccc1Cl,2.8%,-2.5%,i,8.6,0.0,64,-1.1%,7.3%,0.6%,.,.,-1.4%
COC(=O)c1c(C)cc(O)c(C)c1O,.,.,i,38.7,-2.8,98,14.6%,3.4%,.,.,.,.
COc1cc(C(c2c(C)[nH][nH]c2=O)c2c(C)[nH][nH]c2=O)ccc1OC(=O)c1cccc([N+](=O)[O-])c1,7.4%,-2.1%,i,37.6,-1.1,43,>100µM*,9.0%,0.4%,.,.,-9.4%
CCc1ccc(S(=O)(=O)N2CCN(C(=O)C3CCN(C(C)=O)CC3)CC2)cc1,16.6%,4.1%,i,11.6,-0.8,64,10.6%,7.2%,0.0%,8.2,632,-9.9%
CCn1cc(C(=O)NCCc2ccc(C)cc2)c(=O)c2cc(S(=O)(=O)N(C)C)ccc21,0.9%,8.6%,i,36.2,0.1,98,2.1%,.,0.0%,-11.5,781,-0.6%
O=C(Oc1ccc(C(=S)N2CCCCC2)cc1)c1ccccc1F,-7.1%,-11.7%,i,54.9,-1.2,80,23.9%,16.1%,-0.2%,-4.3,639,4.4%
CCOc1ccc(C(c2c(C)[nH][nH]c2=O)c2c(C)[nH][nH]c2=O)cc1OCC,-2.5%,-2.5%,i,36.3,5.3,67,17.7%,11.2%,-0.2%,19.0,707,-2.5%
CC1CCN(C(=O)CSc2nnc3c(n2)[nH]c2ccccc23)CC1,17.6%,5.3%,i,36.4,1.7,41,5.1%,4.2%,-0.1%,-3.4,823,-4.7%
COCC1CCN(C(=O)C2CCC(=O)N(C3CCCC3)C2)CC1 (stereo not given),-2.9%,9.8%,i,56.7,-0.3,62,-1.7%,6.7%,-0.2%,-6.5,745,-9.0%
Cc1cc(C)c2nc(-c3ccco3)cc(C(=O)O)c2c1,-1.1%,2.3%,.,.,0.8,100,48.5%,17.8%,0.2%,-17.2,701,3.0%
Cc1ccc(NC(/C=C/N(C)C)=C/C(=O)C(F)(F)F)c(C)c1,6.1%,-13.2%,i,23.3,6.1,44,4.3%,4.5%,-0.1%,1.4,650,5.2%
CCCCOP(=O)(OCCCC)C(O)c1ccc(F)cc1 (stereo not given),3.2%,7.1%,i,18.4,1.9,52,2.3%,4.2%,-0.1%,-32.7,661,-8.1%
COc1ccc(NC(=O)c2cc3c(COC(C)=O)cnc(C)c3oc2=Nc2cccc(C(=O)O)c2)c(OC)c1,-11.2%,2.7%,i,36.0,1.7,95,16.6%,-2.5%,0.0%,2.7,726,43.0%
O=C1C2ON(c3ccccc3)C(c3ccncc3)C2C(=O)N1c1ccc(Br)cc1 (stereo not given),0.3%,12.9%,i,42.2,0.4,70,9.2%,5.2%,0.9%,.,.,-3.8%
O=S1(=O)CCN2C=C(Br)C=C(Br)C2=N1,13.4%,-7.4%,i,34.3,-0.9,42,1.0%,-3.0%,-0.6%,.,.,-11.5%
CC(C)CC(COCc1cccc(Cl)c1)N1CCN(C(=O)c2cccc(C(F)(F)F)c2)CCC1=O (stereo not given),10.1%,25.3%,i,55.6,3.0,89,5.1%,-4.3%,-0.3%,-3.3,777,1.6%
O=S(=O)(NC1CCCCC1N1CCN(c2cccc(Cl)c2)CC1)c1ccccc1 (stereo not given),-22.0%,5.0%,i,44.8,5.3,46,7.1%,6.0%,-0.2%,-22.9,753,-4.2%
COc1cc2c(cc1OC)C(c1ccncc1)CC(=O)N2 (stereo not given),0.9%,-1.3%,i,31.0,-0.2,51,4.9%,4.5%,-0.1%,3.2,746,-8.2%
O=C(CN1CCCCCC1)N1c2ccccc2Sc2ccccc21,-2.6%,2.7%,i,26.7,3.2,49,-1.9%,12.7%,-0.1%,-2.1,726,-7.7%
O=S(=O)(/C=C/c1ccccc1)N1CCN(c2ccc(F)cc2)CC1,21.2%,9.0%,i,3.1,0.2,88,-10.1%,7.8%,0.0%,.,.,-3.9%
Cc1nc(SC(C(=O)c2ccccc2)c2ccccc2)nc2ccccc12 (stereo not given),-2.1%,22.0%,i,37.6,5.5,57,8.2%,0.1%,2.9%,-41.2,687,-0.7%
O=C(NCCCn1ccnc1)/C(=C\c1cccnc1)NC(=O)c1ccccc1F,6.5%,2.6%,i,9.3,6.6,34,-8.0%,7.7%,-0.1%,23.5,723,-9.4%
CCn1c(CC(=O)Nc2cccc(Cl)c2Cl)nnc1SCCOc1ccc(OC)cc1,-0.9%,-3.9%,i,38.3,0.7,42,3.5%,7.9%,-0.1%,.,.,-1.5%
CC(C)CNC(=O)C1CC(=O)OC12CCCCC2 (stereo not given),-8.8%,-0.1%,i,19.9,0.5,40,3.6%,-4.5%,-0.2%,8.2,653,8.6%
Nc1ccc(Sc2ccccc2Cl)nc1,.,.,i,26.3,-0.7,52,3.5%,11.6%,.,.,.,.
Cc1ccc(-c2cc(C(F)F)n3ncc(C(=O)NCc4ccco4)c3n2)cc1,-6.8%,9.2%,i,30.5,3.1,54,-3.9%,6.2%,-0.1%,5.0,739,-3.6%
COc1ccc(S(=O)(=O)N2CCN(C(=O)c3oc4ccccc4c3C)CC2)cc1,-5.7%,11.5%,i,15.1,0.0,64,6.0%,5.0%,0.3%,-23.7,647,-4.8%
NS(=O)(=O)c1ccc(NC(=O)COC(=O)c2ccc([N+](=O)[O-])s2)cc1,4.4%,12.9%,i,28.8,9.0,46,4.6%,4.4%,0.9%,1.4,718,-2.7%
Cc1ncc(/C=C2\C(=O)Nc3ccccc32)[nH]1,-0.5%,-9.2%,i,54.9,-0.3,53,7.6%,.,-0.2%,11.0,675,1.5%
Cc1ccccc1Cn1nnc(-c2ccc(F)cc2)n1,-2.1%,0.5%,i,30.9,-1.5,45,-0.8%,5.9%,0.0%,4.9,853,-5.4%

Screening data: PubChem, several laboratories

Random draw from the library; about 1.8% have a hit in one of these screens.
